# High-throughput results deposited in PubChem by several laboratories.
# GPR55 activation – selective activators of receptor GPR55 – imaging, U2OS cells, beta-arrestin-GFP redistribution, primary screen (AID 1961). U2OS GPR55 beta-arrestin-GFP redistribution imaging; higher % means a stronger effect. one-dose activation, % at 10 µM; EC50 in µM for titrated hits. 290,000 compounds, 0.048% hits;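 active = activation above 40% with more than 50 cells counted in the well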;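 note: U2OS osteosarcoma cells stably expressing GPR55 and beta-arrestin-GFP; plate controls were DMSO negative control for no effect and LPI positive control for full effect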
# KOR beta-arrestin-1 – KOR antagonists, beta-arrestin recruitment, cell-based, luminescence, uHTS (AID 1778); KOR beta-arrestin recruitment, luminescence, antagonist mode; higher % means a stronger effect; inhibition, % at 10 µM; hits with a dose series show IC50 in µM; 290,000 compounds, 0.091% hits; note: strong numbers were not always called active
# M1AAP inhibition – malaria alanyl aminopeptidase activity blockers – biochemical, fluorogenic H-Leu-NHMec substrate, 1536-well (AID 1445); inhibition, % at 30 µM, or IC50 in µM where a hit was titrated; recombinant M1AAP, H-Leu-NHMec fluorogenic kinetic assay; higher % means a stronger effect; 220,000 compounds, 0.42% hits;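 active = primary inhibition above the hit cutoff, then over 50% inhibition at one or more dose response concentrations, cut at about 23% in these data, passing the limit was not always enough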;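 note: plate controls were DMSO full reaction for no effect and no enzyme background for full effect; strong numbers were not always called active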
# AID2073 – disruptors of CaV2.2 binding to Mint1 – biochemical, HTRF (AID 2073) | 290,000 compounds, 0.19% hits | HTRF protein-protein interaction, Mint1-CaV2.2; higher % means a stronger effect | one-dose inhibition, % at 20 µM; IC50 in µM for titrated hits; in the data active = inhibition mostly above about 51%, no sharp cut-off; note: some results filed as inactive read as strong as hits
# Dynein transport – blocks dynein driven cargo transport along microtubules; 220,000 compounds, 0.47% hits; AID 1381; z-score, hits read low; 3617.4 mouse cells, GR-EGFP nuclear translocation imaging; test concentration mostly 20 µM; stimulated with dexamethasone, 1 µM; hits give low values;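 active = plate z-score of nuclear minus cytoplasmic receptor signal below a set negative limit, without overly bright fluorescence or cell loss, cut at about -3.5 in these data, passing the limit was not always enough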;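 note: z-score of nuclear minus cytoplasmic ring GR-EGFP intensity difference per well; some compounds called inactive have numbers as strong as hits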
#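 Buffer or medium: tet-free medium with charcoal-stripped serum / Also added: dexamethasone agonist, 1.0 µM final, for 30 min / Timing: induction 48 h, compound 1 h, agonist 30 min / Measured by: high-content fluorescence imaging after fixation / Read-out: nuclear-to-cytoplasmic GR-EGFP distribution per well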
# KOR beta-arrestin-2 – KOR agonists, beta-arrestin recruitment, primary screen, cell-based, luminescence, uHTS (AID 1777) | KOR beta-arrestin recruitment, luminescence; higher % means a stronger effect | one-dose activation, % at 10 µM; EC50 in µM for titrated hits | 280,000 compounds, 0.02% hits; in the data active = activation above about 50%, passing the limit was not always enough; note: a part of the inactive calls stands beside numbers as strong as those of hits
# NOD2 inhibition – inhibition of NOD2-driven NF-kB reporter – cell-based, luminescence, uHTS, HEK293 (AID 1566); HEK293 NOD2/NF-kB luciferase reporter, luminescence; higher % means a stronger effect; inhibition, % at 4 µM; hits with a dose series show EC50 in µM; 290,000 compounds, 0.63% hits; note: many of its hits are not listed in these tables
# NOD1 inhibition – inhibition of NOD1-driven NF-kB reporter – cell-based, luminescence, uHTS, primary screen (AID 1578); inhibition, % at 4 µM, or EC50 in µM where a hit was titrated; 290,000 compounds, 1% hits; NOD1-driven NF-kB luciferase reporter cells, luminescence; higher % means a stronger effect; in the data active = inhibition mostly above about 36%, no sharp cut-off; inactive = mostly below about 34%;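 note: HEK-293T reporter cells stimulated with the NOD1 agonist gamma-tri-DAP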
# P. falciparum M17LAP – P. falciparum M17LAP inhibitors, primary screen, biochemical, fluorogenic H-Leu-NHMec substrate, 1536-well (AID 1619). recombinant M17LAP, H-Leu-NHMec fluorogenic kinetic assay; higher % means a stronger effect. one-dose inhibition, % at 30 µM; IC50 in µM for titrated hits. 220,000 compounds, 0.38% hits;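 active = compound inhibiting the enzyme by more than half at any dose during confirmatory dose-response retesting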;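 note: plate controls were full reaction with DMSO carrier for no effect and no enzyme background for full effect; strong numbers were not always called active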
# Dynein transport cytoplasmic EGFP – further read-out of Dynein transport, marked with its call; z-score; measured here: cytoplasmic GR-EGFP intensity; hits give high values
# Dynein transport nuclear GR-EGFP – further read-out of Dynein transport, marked with its call; z-score; measured here: nuclear GR-EGFP intensity;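 lower value marks the stronger effect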
# Dynein transport cell count – further read-out of Dynein transport, marked with its call; z-score; measured here: cell count per field
# Starred values were filed as active, the others as inactive; nt = not tested or not shown; [ ] = another dose, or the depositor's remark. Cut-off read from the data, not from the text of the source, unless noted: active = inhibition above about 50%; inactive = the rest. These rows are one share of the data; the hit share may differ from the screen's.
molecule	NOD2 inhibition	NOD1 inhibition	KOR beta-arrestin-1	Dynein transport nuclear GR-EGFP	Dynein transport cytoplasmic EGFP	GPR55 activation	M1AAP inhibition	P. falciparum M17LAP	AID2073	Dynein transport	KOR beta-arrestin-2	Dynein transport cell count
Cc1ccc2oc(=O)c3cnn(CC(=O)NC4CCN(Cc5ccccc5)CC4)c3c2c1	20%	-8%	10%	0.67	-0.044	-0.1%	7%	13%	0%	0.69	0.3%	-0.5
O=C(Nc1ccc2oc(=O)ccc2c1)c1ccc(-c2cccc([N+](=O)[O-])c2)o1	-4%	-14%	-7%	-0.43	-0.085	-0.2%	1%	-6%	40%	-1.1	9.5%	0.11
O=C(/C=C/c1cccc([N+](=O)[O-])c1)OC1CCCCC1=O (stereo not drawn)	5%	-31%	13%	-0.65	-0.085	-0.2%	4%	6%	5%	-1.6	-3.5%	-0.28
COC(=O)c1sc2nc(CN3CCN(c4cccc(C(F)(F)F)c4)CC3)[nH]c(=O)c2c1C	-24%	7%	4%	-0.82	0.18	0.5%	16%	-11%	22%	-1.3	1.4%	0.56
CC(=O)c1cccc(CN2CCN(CC=C(C)C)C(CCO)C2)c1 (stereo not drawn)	16%	10%	-6%	0.37	-0.23	0.6%	-2%	7%	-3%	0.43	0.8%	-0.11
O=C1/C(=C\c2ccc3ccccc3c2)CCCc2ccccc21	11%	-28%	28%	-0.72	-0.21	-0.2%	-4%	12%	20%	-0.86	-4.6%	0.37
COc1ccc(OCc2nnc(SCC(=O)Nc3ccccc3F)o2)cc1	-13%	16%	-6%	nt	nt	0.0%	nt	nt	4%	nt	-0.8%	nt
Nc1nc2c(s1)COc1ccccc1-2	-5%	-22%	-34%[20 µM]	0.011	-0.25	-0.1%	2%	13%	-7%	-0.52	nt	0.85
CC(=O)SCC(Cc1ccccc1)C(=O)NCC(=O)OCc1ccccc1 (stereo not drawn)	9%	-8%	-2%	nt	nt	-0.5%	-6%	-5%	-8%	nt	1.3%	nt
CCN1C(=O)Cc2cc(S(=O)(=O)NCCc3ccccc3)ccc21	-6%	-7%	-24%	nt	nt	-0.2%	nt	nt	5%	nt	-0.2%	nt
COc1ccccc1NS(=O)(=O)c1ccc(NC(C)=O)cc1	-17%	-20%	29%	0.74	-0.21	0.1%	5%	-5%	4%	1.8	0.0%	0.24
O=Cc1ccc(-n2cccn2)cc1	1%	-33%	3%	-0.58	-0.18	-0.3%	5%	4%	4%	-1.2	0.3%	0.62
CC(C)C[C@H](NC(=O)OC(C)(C)C)c1nnc(SCc2ccccc2)o1	12%	2%	-29%	0.22	-0.046	0.0%	1%	-3%	-14%	0.023	-2.2%	0.62
CCOC(=O)C(=CNc1ccc2c(c1)nnn2-c1ccc(Cl)cc1)C(=O)OCC	36%	10%	nt	-0.51	-0.21	0.2%	8%	-6%	20%	-1.5	4.8%	0.2
CCOC(=O)c1cnc2c(Cl)cc(Cl)cc2c1NCCOCCO	17%	-23%	-7%	-0.42	-0.19	-0.1%	16%	9%	2%	-1.1	3.6%	1.5
O=C1Nc2ccc([N+](=O)[O-])cc2OC1CCN1CCN(Cc2ccc3c(c2)OCO3)CC1 (stereo not drawn)	-3%	15%	-5%	1	-0.23	0.1%	8%	7%	8%	0.67	-4.6%	-1.2
Cc1ccc(-c2c(C)n([O-])c3c([n+]2=O)CCCC3)cc1	10%	-24%	31%	0.11	-0.24	-0.4%	0%	1%	-2%	0.24	-1.3%	0.31
Cc1ccc(C)c(C(=O)CN2C(=O)NC3(CCC(C)CC3)C2=O)c1 (stereo not drawn)	1%	-51%	-23%	0.59	-0.078	-0.2%	8%	2%	4%	0.71	1.0%	-0.86
CN1CCN(S(=O)(=O)c2ccc(NC(=O)c3ccc(Br)s3)cc2)CC1	1%	-42%	-4%	-0.59	-0.21	-0.1%	13%	0%	-2%	-0.93	-1.2%	0.91
O=C(NC1CCCc2ccccc21)c1cc(F)cc(F)c1 (stereo not drawn)	-42%	34%	-30%	nt	nt	nt	nt	nt	10%	nt	-0.5%	nt
CC1CCC(NC(=O)c2ccc3snnc3c2)CC1 (stereo not drawn)	6%	-7%	-17%	nt	nt	0.1%	nt	nt	12%	nt	3.6%	nt
CSc1ccc(CN2C(=O)NC3(CCCCCC3)C2=O)cc1	0%	-6%	-30%	1.1	-0.23	-0.2%	8%	-3%	2%	0.49	1.6%	-1.5
CCN(CC)S(=O)(=O)c1ccc2oc(C(=O)NCc3ccc(C)cc3)c(C)c2c1	4%	23%	11%	0.27	-0.14	1.0%	-1%	7%	-29%	-0.3	-4.1%	-0.22
CCCCOC(=O)n1c(SCC(=O)N(CC)CC)nc2ccccc21	-2%	-14%	1%	0.22	-0.27	-0.1%	5%	9%	-7%	0.74	-3.2%	-1.2
CC(=O)Nc1ccc(-c2csc(NC(=O)Cc3cccc(F)c3)n2)cc1	-26%	-23%	-30%	nt	nt	0.5%	nt	nt	-14%	nt	1.1%	nt
COc1ccc(CN2CCCC(C(=O)c3ccc(SC)cc3)C2)cc1Cn1cccn1 (stereo not drawn)	-4%	-27%	-13%	-0.27	-0.28	0.4%	-1%	-4%	15%	-0.15	-0.9%	0.51
O=C(O)COc1ccc(/C=N/n2c(COc3ccccc3)nc3ccccc3c2=O)cc1	0%	-33%	-25%	-0.21	-0.2	0.4%	8.9µM*	45%	26%	-0.12	-0.3%	0.43
O=C(CN1CCN(S(=O)(=O)c2ccc(Br)cc2)CC1)N/N=C/c1cccnc1	17%	-5%	23%	0.22	-0.15	-0.1%	7%	16%	5%	0.59	-0.1%	-0.9
O=c1[nH]ncc(NCc2ccc(Cl)cc2)c1Cl	14%	-22%	-11%[20 µM]	-0.28	-0.16	-0.1%	11%	-5%	-4%	-0.51	nt	0.6
NC(=O)C1CCN(C(=O)c2ccc3c(=O)n(Cc4ccco4)c(SCC(=O)c4ccc(F)cc4)nc3c2)CC1	8%	-16%	-18%	-0.015	-0.21	0.4%	2%	-1%	-2%	0.49	-4.9%	0.092
O=C(Nc1ccccc1)N1CCCN(Cc2c(F)cccc2Cl)CC1	0%	-11%	-3%	0.49	-0.22	-0.2%	7%	19%	1%	1	-5.3%	-0.27
Cc1cccc(N2CCN(C(=O)c3cc4c(=O)n(C)c5ccccc5c4n3C)CC2)c1C	36%	30%	-13%	0.077	-0.18	-0.1%	-1%	-9%	0%	-0.24	4.3%	-0.11
CC1(OC(=O)C2CCCC2)C(=O)C=C2C=C(c3ccsc3)N(Cc3ccccc3)C=C2C1=O (stereo not drawn)	16%	-3%	30%	-0.092	-0.77	-0.1%	3%	4%	-27%	-0.28	2.6%	0.31
CCc1ccc(NC(=O)C2=CC(c3ccc(OC)cc3)=NS(=O)(=O)N2C)cc1	15%	0%	-14%[20 µM]	nt	nt	-0.2%	nt	nt	2%	nt	2.0%	nt
Cc1cc(C(F)(F)F)nc(Nc2nc(C)c3ccccc3n2)n1	-2%	-14%	-22%	-0.26	-0.24	-0.1%	11%	13%	-3%	-0.6	2.0%	0.12
CC(Nc1nc2ccccc2n2cnnc12)c1ccccc1 (stereo not drawn)	4%	-5%	20%	0.041	-0.056	0.3%	2%	-5%	46%	-0.26	-2.3%	-0.06
COc1cc(NS(C)(=O)=O)cc(OC)c1OC	26%	-8%	-12%	-0.18	0.93	-0.1%	2%	2%	-1%	-1.5	0.1%	1.5
COc1ccccc1CNC(=O)C/C(C)=N/NC(=O)COc1ccc(C)cc1Br	-17%	-23%	-37%	-0.23	-0.31	1.0%	1%	-3%	9%	-0.57	0.2%	0.39
Cc1ccc(NC(=O)C2CCN(c3cnccn3)CC2)cc1C	20%	23%	-61%[20 µM]	-0.22	-0.28	0.1%	0%	10%	2%	-0.32	nt	0.53
N#CC(=NCc1cccnc1)C1=C(O)c2ccccc2C1=O	-20%	4%	0%	-0.12	-0.26	-0.1%	-2%	-2%	3%	0.2	2.7%	0.71
COc1cc(C2NC(=O)CCC2[N+](=O)[O-])cc(OC)c1OC (stereo not drawn)	2%	-12%	10%	nt	nt	-0.1%	nt	nt	5%	nt	-0.8%	nt
COC(=O)c1cn(C(=O)c2ccc(C)c(C)c2)c2ccccc12	3%	-12%	-3%	0.63	-0.11	-0.3%	2%	15%	8%	-0.5	9.6%	-0.2
O=C(NCC(=O)N(c1ccc(Cl)cc1)C(C(=O)NC1CCCC1)c1ccncc1)c1ccco1 (stereo not drawn)	-1%	-13%	-4%	nt	nt	0.0%	nt	nt	9%	nt	-2.1%	nt
CN(C)S(=O)(=O)c1ccc(C(=O)Nc2ccccc2OC(F)(F)C(F)F)cc1	2%	-36%	-17%	1.9	-0.19	-0.5%	3%	-4%	-3%	4.2	-2.5%	-0.97
CCN(CC(N)=O)S(=O)(=O)c1ccc(F)cc1	18%	-16%	-10%	1.2	-0.12	0.1%	3%	-5%	-5%	1.4	-3.0%	-1.7
COc1ccc(C(c2nnnn2C2CCCC2)N2CCN(c3ccccc3)CC2)cc1 (stereo not drawn)	-2%	-11%	-24%	0.76	-0.14	0.1%	5%	3%	-2%	1.8	1.4%	-1.2
CCCn1c(=N)n(CC(O)c2ccco2)c2ccccc21 (stereo not drawn)	12%	2%	-5%	-0.087	-0.27	-0.2%	2%	-13%	0%	-0.75	0.3%	0.23
N#Cc1c(C(F)(F)F)cc(-c2ccc(Cl)c(Cl)c2)nc1SCCN1CCOCC1	-1%	-82%	-29%	-0.51	-0.42	-0.2%	6%	-8%	18%	-0.86	-1.8%	-0.058

# Sorted by value in KOR beta-arrestin-2 (highest first): 3 from the list above
molecule	NOD2 inhibition	NOD1 inhibition	KOR beta-arrestin-1	Dynein transport nuclear GR-EGFP	Dynein transport cytoplasmic EGFP	GPR55 activation	M1AAP inhibition	P. falciparum M17LAP	AID2073	Dynein transport	KOR beta-arrestin-2	Dynein transport cell count
CC(Nc1nc2ccccc2n2cnnc12)c1ccccc1 (stereo not drawn)	4%	-5%	20%	0.041	-0.056	0.3%	2%	-5%	46%	-0.26	-2.3%	-0.06
CN(C)S(=O)(=O)c1ccc(C(=O)Nc2ccccc2OC(F)(F)C(F)F)cc1	2%	-36%	-17%	1.9	-0.19	-0.5%	3%	-4%	-3%	4.2	-2.5%	-0.97
O=C(Nc1ccccc1)N1CCCN(Cc2c(F)cccc2Cl)CC1	0%	-11%	-3%	0.49	-0.22	-0.2%	7%	19%	1%	1	-5.3%	-0.27
